# ROMK primary: modulates human ROMK potassium channel activity; P48048; Tet-inducible ROMK, thallium flux fluorescence; actives lie on both sides; B-score at 10 µM; actives 2% (n = 130,000); AID 1918;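 active = signal ratio slope over the read window, or its plate-corrected B-score, at least 3 SD from the plate mean, either direction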;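 note: B-score of the F/F0 ratio slope over 7 to 12 s after thallium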
# Target sequence (P48048 whole entry, looked up): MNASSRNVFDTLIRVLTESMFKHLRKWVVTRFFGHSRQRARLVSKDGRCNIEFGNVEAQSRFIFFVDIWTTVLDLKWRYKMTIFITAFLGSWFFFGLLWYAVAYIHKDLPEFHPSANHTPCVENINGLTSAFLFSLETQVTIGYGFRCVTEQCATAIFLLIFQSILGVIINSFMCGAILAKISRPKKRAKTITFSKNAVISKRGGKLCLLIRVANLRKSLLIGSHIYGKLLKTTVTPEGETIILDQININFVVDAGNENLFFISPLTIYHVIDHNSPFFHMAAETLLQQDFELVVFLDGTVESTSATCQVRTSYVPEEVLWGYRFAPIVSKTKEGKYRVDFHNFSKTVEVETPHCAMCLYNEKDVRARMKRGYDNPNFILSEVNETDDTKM
# PPARg SRC-1 ag: promotes SRC-1 coactivator recruitment by human PPARgamma; PPARgamma-SRC-1 coactivator recruitment biochemical assay; activation, % at 8 µM; actives 0.41% (n = 200,000); AID 631; in the data active = activation above about 19%;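 note: 0% = DMSO and 100% = reference agonist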
# PPARg SRC3 recr: agonists of human PPARgamma SRC-3 coactivator recruitment. P37231. biochemical PPARgamma/SRC-3 coactivator recruitment assay. AID 731. activation, % at 8 µM. actives 0.26% (n = 200,000); in the data active = activation above about 23%;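 note: 0% = DMSO and 100% = reference agonist; some compounds past the cut are filed as inactive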
# PPARg SRC2 recr: PPARgamma-driven SRC-2 recruitment agonism. PPARgamma LBD-SRC-2 recruitment, biochemical. activation, % at 8 µM. actives 0.34% (n = 200,000). AID 1032; in the data active = activation above about 22%;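 note: 0% = vehicle and 100% = reference agonist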
# bIAP act: increases bovine intestinal alkaline phosphatase activity; AID 1016; actives 0.17% (n = 200,000); activation factor at 20 µM; purified bovine IAP, CDP-star luminescence, 30 min; hits give high values; fold of DMSO-control signal, blank-subtracted;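 active = activation factor of 2 or more at 20 µM, a signal rise over negative controls twice the positive control's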
# Redox H2O2 prof: compounds producing H2O2 with reducing agent – biochemical, NIH compound library profiling, artefact control for MLSCN library redox annotation, primary screen. DTT-dependent redox cycling H2O2, phenol red/HRP absorbance; 100% = 100 µM peroxide control, 0% = buffer. activation, % at 10 µM. actives 0.03% (n = 200,000). AID 878;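 active = activation of at least 50% relative to the plate's high and low controls in the primary single-dose screen; inactive = activation below 50%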;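 note: compound incubated with DTT at 0.8 mM final as the reducing agent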
# TR-FRET SRC-2 ct: TR-FRET artefact, counter-screen to PPARgamma/SRC-2 agonist assay | hits give high values | TR-FRET ratio at 8 µM | actives 0.4% (n = 200,000) | AID 1049; in the data active = TR-FRET ratio above about 2000; note: inactives centre near 1500; reference of the scale not given here
# Lmaj promast: Leishmania major promastigote growth inhibition; Leishmania major promastigotes, resazurin fluorescence viability; inhibition, % at 10 µM; actives 9% (n = 200,000); in the data active = inhibition above about 50%;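 note: promastigotes grown with compound for 44 hours at 28 °C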
# bIAP inh: intestinal alkaline phosphatase (bovine) inhibition | purified bovine IAP, CDP-star luminescence, 30 min | inhibition, % at 20 µM | 190,000 tested, under 10 active | AID 1019;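 active = over 50% inhibition of intestinal alkaline phosphatase at 20 µM in the single-dose screen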
#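 Incubation: 30 min reaction at room temperature / Material: purified bovine intestinal alkaline phosphatase (IAP) enzyme / Input: enzyme at 1/65,000,000 dilution / Dosing: 20 µM single dose / Signal: CDP-star luminescence signal / Reagent: CDP-star chemiluminescent phosphatase substrate, 30 µM final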
# TLR4 MyD88 comp: TLR4-MyD88 interaction inhibition in cells; HeLa CL3-4 TLR4/MyD88 BLA complementation, FRET ratio; inhibition, % at 8.4 µM; actives 0.18% (n = 200,000); AID 861; in the data active = inhibition above about 25%;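 note: 0% = vehicle and 100% = reference inhibitor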
# S1P3 antagonist: antagonists of human S1P3 receptor; Q99500; CHO S1P3 NFAT-BLA reporter, FRET fluorescence, antagonist mode; inhibition, % at 4.98 µM; actives 0.27% (n = 170,000); AID 485;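 active = inhibition above the plate cutoff, the mean inhibition of test wells on that plate plus 3 SD, cut at about 28% in these data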;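 note: cells challenged with S1P at its EC80 of 0.8 µM; blue over green emission ratio from cleaved BLA substrate after 4 h stimulation; 0% = S1P-stimulated wells and 100% = unstimulated DMSO-only wells; some compounds past the cut are filed as inactive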
# Target sequence (Q99500 whole entry, looked up): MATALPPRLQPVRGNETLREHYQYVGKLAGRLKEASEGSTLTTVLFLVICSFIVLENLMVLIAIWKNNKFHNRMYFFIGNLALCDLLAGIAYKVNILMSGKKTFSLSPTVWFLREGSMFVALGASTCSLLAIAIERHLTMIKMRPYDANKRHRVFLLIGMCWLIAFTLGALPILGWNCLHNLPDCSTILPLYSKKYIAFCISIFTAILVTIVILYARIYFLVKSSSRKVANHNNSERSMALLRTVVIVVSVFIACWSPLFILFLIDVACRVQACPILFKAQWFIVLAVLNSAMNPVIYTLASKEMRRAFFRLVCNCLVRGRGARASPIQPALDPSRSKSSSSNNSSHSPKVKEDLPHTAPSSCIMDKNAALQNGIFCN
# * marks the source's active call; other numbers are inactive results; nt = not tested or not shown.
# Each structure is followed by: ROMK primary	PPARg SRC-1 ag	PPARg SRC3 recr	PPARg SRC2 recr	bIAP act	Redox H2O2 prof	TR-FRET SRC-2 ct	Lmaj promast	bIAP inh	TLR4 MyD88 comp	S1P3 antagonist
CCN1/C(=C/c2ccc3cccc(C)c3[n+]2CC)Sc2ccccc21
  nt	13	15	15	0.7	-0.6	1747	101*	30	24	nt
COc1ccc(NC(=O)CSc2nncs2)cc1OC
  nt	2	8	0	1	3.3	1569	-1	3	-12	-16
COc1cccc(/C=C2/CN(C)CC3=C2OC(N)=C(C#N)C3c2cccc(OC)c2)c1 (stereo not given)
  -0.64	-4	13	3	0.9	0.6	1629	53*	6	7	nt
COc1ccc(OCC(O)Cn2c(=N)n(CCN3CCCCC3)c3ccccc32)cc1 (stereo not given)
  nt	-5	-5	-4	1.1	-0.8	1521	100*	-14	16	-1
Cc1ccc(S(=O)(=O)N2CCCC2C(=O)O)cc1 (stereo not given)
  0.016	-2	2	3	0.9	-0.3	1348	5	6	-7	-3
Cc1cc(-n2ccc(=O)[nH]c2=O)nc(-c2ccccc2)n1
  nt	4	5	5	0.8	-0.3	1754	0	22	-7	-15
CC(C)(C)n1nnnc1C(c1ccccc1)N1CCc2ccccc2C1 (stereo not given)
  nt	-3	1	7	0.9	-3.2	1636	38	5	2	-27
COc1ccc(-c2cc(=O)c3ccccc3[nH]2)cc1
  0.67	3	4	3	0.9	0.2	1485	0	11	3	3
CCCOC(=O)c1c(NC(=O)CSc2nc(-c3ccco3)cc(C(F)(F)F)n2)sc(C(=O)OC)c1C
  -0.78	6	-2	12	0.9	0.3	1435	8	5	6	nt
O=C(Cc1ccc(F)cc1)Nc1ccc(F)c([N+](=O)[O-])c1
  -1.1	4	3	7	0.9	-2.4	1545	12	10	-5	nt
O=C(N/N=C\c1ccc2c(c1)OCO2)c1ccc(Cn2cc(Br)c([N+](=O)[O-])n2)o1
  0.0012	6	1	-6	1	-0.6	1330	83*	-1	-6	-16
Cc1cccc(CN2CCC(C(N)=O)CC2)c1
  -0.24	1	2	4	0.9	0.1	1570	4	10	-2	nt
CC(C)(C)NC(=O)Cc1ccc(Cl)c(Cl)c1
  -0.66	-6	3	3	0.9	-2.2	1420	3	8	-7	-1
CCN(CC)S(=O)(=O)c1ccc(C(=O)NCc2ccc3c(c2)OCO3)cc1
  0.3	6	-1	7	0.8	-0.7	1757	-4	24	-10	-14
Cc1ccc(-c2csc(=S)[nH]2)cc1
  10*	6	13	8	0.8	-0.4	1644	25	19	-14	-16
CC1CCCCN1CCNC(=O)C1CC(=O)N(c2ccc(F)c(Cl)c2)C1 (stereo not given)
  nt	5	-10	5	1.1	-0.1	1486	27	-8	-6	0
COc1cc2c(cc1NC(=O)CSCC(=O)O)oc1ccccc12
  nt	7	-1	1	0.9	-1.5	1622	-1	5	1	nt
O=c1c(-c2ccccc2)coc2c(CN3CCCC3)c(O)ccc12
  -0.17	2	2	2	1.1	-0.6	1634	3	-10	-7	3
CCOC(=O)c1cnc2ccc(OCC)cc2c1NCc1cccnc1
  3.7*	-1	-3	4	0.9	-0.3	1495	65*	5	-7	3
COc1ccc(S(=O)(=O)N(CCC(=O)O)Cc2ccccc2)cc1
  0.39	6	4	-7	1.1	-0.5	1672	0	-14	3	-6
O=C(NCCCCO)C(F)(F)C(F)(F)C(F)(F)C(=O)NCCCCO
  nt	-5	5	-1	0.9	1.6	1500	-3	7	4	-8
CCN(C1CCS(=O)(=O)C1)S(=O)(=O)c1cccc([N+](=O)[O-])c1 (stereo not given)
  0.76	-3	3	-1	1	-0.7	1600	-10	-1	8	7
Cc1ccc([N+](=O)[O-])c(OCCN2CCC(Cc3ccccc3)CC2)c1
  -0.26	10	3	3	0.9	-0.1	1459	94*	7	3	0
Cc1c(N=Cc2ccncc2)c(=O)n(-c2ccccc2)n1C
  0.48	3	10	3	0.9	0.3	1646	-2	9	-9	-4
N/C(=N\OC(=O)c1cc(Br)ccc1Cl)c1cccnc1
  0.46	-8	0	1	0.9	0.1	1381	8	14	-3	-6
Cc1ccc(OC(=O)Nc2ccccc2)cc1
  -0.85	9	-3	4	1	10	1564	-7	1	0	-2
COCCN(C(=O)CCC(=O)Nc1ccccn1)C(C(=O)NC1CCCC1)c1ccc(OC)cc1 (stereo not given)
  nt	2	-3	5	1	0.5	1409	-4	4	6	-15
Cc1nn(Cc2ccccc2)c(Cl)c1/C=N/NC(=O)CNc1cccc(C(F)(F)F)c1
  nt	-4	-3	-2	1	-0.2	1554	44	-3	8	-3
Cc1ccc(CC2CC(=O)N(c3ccncc3)C2=O)cc1 (stereo not given)
  -0.33	1	-13	0	1	-0.6	1600	-2	3	1	-6
CCOCC(=O)Nc1cccc(NC(C)=O)c1
  0.47	0	15	15	0.9	0.3	1650	-2	13	-7	-6

# Brought forward from above: 2 entries, then new ones.
mol	ROMK primary	PPARg SRC-1 ag	PPARg SRC3 recr	PPARg SRC2 recr	bIAP act	Redox H2O2 prof	TR-FRET SRC-2 ct	Lmaj promast	bIAP inh	TLR4 MyD88 comp	S1P3 antagonist
Cc1ccc(CC2CC(=O)N(c3ccncc3)C2=O)cc1 (stereo not given)	-0.33	1	-13	0	1	-0.6	1600	-2	3	1	-6
CCOCC(=O)Nc1cccc(NC(C)=O)c1	0.47	0	15	15	0.9	0.3	1650	-2	13	-7	-6
CN1CCN(S(=O)(=O)c2cccc(C(=O)O)c2)CC1	0.0075	-6	-4	-6	0.9	0.0	1413	-1	6	4	-12
COc1cccc(C2=CC(c3ccc(N(C)C)cc3)n3ncnc3N2)c1 (stereo not given)	1.1	-4	7	-2	1.1	-2.2	1445	1	-7	-3	9
COc1ccccc1S(=O)(=O)Nc1cccc(-c2nnc3n2CCCCC3)c1	nt	-4	-9	0	1	0.6	1454	-4	4	-3	nt
Cc1ccccc1OCC(=O)NCCN(C)C	nt	2	12	12	1	0.3	1569	-4	-1	-1	10
COCc1[nH]nc2c1C1(CCSCC1)C(C#N)=C(N)O2	nt	3	4	5	0.9	2.7	1610	-3	10	14	-27
Cc1cccc(-n2ncc3c(NCc4ccc5c(c4)OCO5)ncnc32)c1	nt	1	-10	6	1	2.2	1536	1	2	6	-5
CCN(CC)S(=O)(=O)c1ccc(-c2nnc(SCC(=O)c3ccc(OC)cc3)o2)cc1	0.46	12	0	-9	0.9	1.1	1482	1	6	2	9
COc1ccc(CCNC(=O)C2CCCN(S(=O)(=O)c3cccc4nonc34)C2)cc1OC (stereo not given)	1.4	-3	3	2	0.9	-0.1	1606	2	6	-1	nt
CCCC(c1nnnn1Cc1ccco1)N1CCN(C2CCCC2)CC1 (stereo not given)	nt	8	-1	6	1	-3.2	1585	-1	-3	1	-14
COc1ccc(C(=O)Nc2ccc(Oc3ncnc4sc(-c5ccccc5)cc34)cc2)cc1OC	1.1	-2	-4	-2	1.2	0.5	1424	-8	-22	-8	-13
Cc1cc(=O)[nH]c(-c2ccccc2O)n1	0.14	8	-4	4	1.1	0.1	1569	-6	-5	-6	1
Cc1csc(NC(=O)CSc2nnc(-c3ccoc3C)n2Cc2ccco2)n1	-0.35	12	6	-8	1	1.9	1429	0	-2	2	18
CC(C)[C@H](NC(=O)OC(C)(C)C)C(=O)N/N=C/c1cccc2nccnc12	nt	7	2	2	1.2	-1.3	1445	-1	-22	6	nt
CCOC(=O)C1CCN(c2nc3ccccc3nc2C(C#N)C(=O)OC(C)COC)CC1 (stereo not given)	-0.19	6	1	6	0.9	-1.5	1622	0	11	4	nt
C=CCN1C(=O)/C(=C\c2ccc(Cl)cc2)N=C1SCC(=O)NCCC	2.6	0	4	2	0.9	0.3	1803	14	12	-2	nt
COc1cc(CN2CCNC(=O)C2CC(=O)N(C)Cc2cccnc2)cc(OC)c1 (stereo not given)	0.6	6	-3	-4	1	-0.2	1553	-8	1	14	-4
CCN(CC)CCNC(=O)c1ccc(CS(=O)(=O)c2ccc(Br)cc2)o1	nt	2	11	15	0.9	-0.3	1549	78*	10	-8	-10
Cc1nnc(SCC(N)=O)n1CCc1ccccc1	0.17	5	9	4	0.8	1.1	1572	-9	17	-8	nt
COc1ccc(/C=N/NC(=O)c2ccc(CSc3nc(C)cc(C)n3)cc2)c(OC)c1OC	-0.075	1	4	-4	0.9	-0.4	1545	0	5	-4	-6
CN(C)c1ccc(CNn2cnnc2)cc1	nt	3	0	0	0.9	0.9	1598	0	10	-13	-16
Cc1ccc(S(=O)(=O)N2CCOCC2)cc1NC(=O)Cn1ccsc1=N	-0.81	5	13	5	0.7	0.2	1552	2	27	-7	nt
Cc1ccc2c(c1)[nH]c1c(=O)n(CCCN3CCOCC3)cnc12	-0.93	-4	-1	-1	0.9	-0.3	1421	11	5	-2	-5

# Pulled by compound from the entries so far, six records:
mol	ROMK primary	PPARg SRC-1 ag	PPARg SRC3 recr	PPARg SRC2 recr	bIAP act	Redox H2O2 prof	TR-FRET SRC-2 ct	Lmaj promast	bIAP inh	TLR4 MyD88 comp	S1P3 antagonist
Cc1ccc(CC2CC(=O)N(c3ccncc3)C2=O)cc1 (stereo not given)	-0.33	1	-13	0	1	-0.6	1600	-2	3	1	-6
O=C(N/N=C\c1ccc2c(c1)OCO2)c1ccc(Cn2cc(Br)c([N+](=O)[O-])n2)o1	0.0012	6	1	-6	1	-0.6	1330	83*	-1	-6	-16
CCCC(c1nnnn1Cc1ccco1)N1CCN(C2CCCC2)CC1 (stereo not given)	nt	8	-1	6	1	-3.2	1585	-1	-3	1	-14
Cc1nnc(SCC(N)=O)n1CCc1ccccc1	0.17	5	9	4	0.8	1.1	1572	-9	17	-8	nt
COc1ccc(S(=O)(=O)N(CCC(=O)O)Cc2ccccc2)cc1	0.39	6	4	-7	1.1	-0.5	1672	0	-14	3	-6
Cc1cc(-n2ccc(=O)[nH]c2=O)nc(-c2ccccc2)n1	nt	4	5	5	0.8	-0.3	1754	0	22	-7	-15

# High-throughput results as filed in PubChem BioAssay.

# Rows were taken by chance; about 11% have a hit in one of these screens.
